Source: PubChem
All columns: NCI-60 one-dose screen, growth in % after 48 h at 10 µM unless noted; 100 = growth as untreated, 0 = no growth, -100 = all killed.
UO-31: UO-31 renal cancer; hit rate 5.2% among 81,000; AID 1794768
786-0: 786-0 renal cancer cells. hit rate 5.1% among 81,000
NCI-H460: NCI-H460 lung cancer; hit rate 6.8% among 82,000; AID 1794736
NCI-H322M: NCI-H322M lung cancer; hit rate 2.7% among 80,000
TK-10: TK-10 renal cancer cells; hit rate 3.9% among 81,000; AID 1794769
CAKI-1: CAKI-1 renal cancer. hit rate 4.7% among 75,000
RXF 393: RXF 393 renal cancer cells; hit rate 6.9% among 77,000
ACHN: ACHN renal cancer; hit rate 4.9% among 81,000; AID 1794771
NCI-H522: NCI-H522 lung cancer | hit rate 8% among 78,000 | AID 1794739
* marks the source's active call; other numbers are inactive results; . = no result given; [ ] = remark or other dose. How the source made its calls: active means growth percent below 10; inactive means the rest. The order is random; overall some 11% were active at least once.

SMILES	UO-31	786-0	NCI-H460	NCI-H322M	TK-10	CAKI-1	RXF 393	ACHN	NCI-H522
COc1cc(/C=C/c2cc(/C=C/c3ccc(O)c(OC)c3)n(C(=O)Nc3ccc(Cl)cc3)n2)ccc1O	2.7*	-2.2*	9.4*	22	23	0.1*	-54*	9.3*	-4.9*
Clc1ccc(/C=N/Nc2ncc(-c3cc4cc5c(cc4o3)OCO5)s2)c(Cl)c1	102	96	104	103	118	100	94	103	75
CCOC(=O)c1cc(-c2ccccc2)nc2ccc(C)cc12	108	84	106	92	87	75	93	101	87
Cc1ccc(/C=C2\C(=O)N(C)c3ccc(-c4cc(F)c(F)c(F)c4)cc32)s1	69	77	58	58	136	64	75	51	61
Cc1ccc2c(c1)C13C(=C2Br)CCCN1C(=O)c1ccccc13 (stereo not drawn)	77	84	105	97	100	76	.	95	81
CCCC(=O)Oc1ccc(C2CCCCC2)cc1	94	102	103	98	100	103	121	112	101
CO/C(=C1/NC(=O)C(Cc2ccc(O)c(Br)c2)N(C)C(=O)C(C)NC(=O)CCC/C=C(\C)CCC(C)OC1=O)c1ccccc1 (stereo not drawn)	-85*	-36*	-22*	-34*	-83*	.	-79*	-35*	-61*
CC(C)(C)NC(=O)C(OC(=O)C1CCc2cc(F)ccc2O1)c1ccc([N+](=O)[O-])cc1 (stereo not drawn)	67	98	105	91	111	.	107	101	89
Oc1[nH]c(=S)sc1C=Nc1ccc(Cl)cc1	96	103	102	96	101	98	111	93	84
C[C@H]1[C@H](C)CC[C@]2(C(N)=O)CC[C@]3(C)C(=CC[C@@H]4[C@@]5(C)Cc6c([nH]c7ccccc67)C(C)(C)[C@@H]5CC[C@]43C)[C@H]12	62	85	75	83	88	80	94	86	72
S=c1[nH]cccc1-c1nnc2n1Nc1nc3ccccc3cc1CS2	70	100	100	101	105	83	.	93	89
O=C(NCCNc1cc(-c2cn(-c3ccccc3)nc2-c2cccc(O)c2)ccn1)Nc1cc(C(F)(F)F)cc(C(F)(F)F)c1	77	99	102	86	94	89	87	97	92
ClC1CCCCC12OCCO2 (stereo not drawn)	93	102	107	101	96	91	105	96	90
CCc1ccc(C2=NN(c3ccc(S(N)(=O)=O)cc3)C(c3ccc(C)cc3)C2)cc1 (stereo not drawn)	64	98	88	81	104	78	116	94	87
COc1cc2nc(-c3ccc(C(F)(F)F)cc3)cc(OCCCN3CCOCC3)c2cc1OC	33	21	19	57	97	-13*	15	34	15
O=C(N/N=C/C[C@@H]1[C@@H](/C=C/[C@@H](O)COc2cccc(Cl)c2)[C@H](O)C[C@@H]1O)c1ccncc1	89	105	102	101	73	.	105	101	70
COc1ccc(C2=Nc3c(N)nc(N)nc3NC(c3ccc(Oc4nc(Nc5ccc(F)cc5)nc(N(C)C)n4)c(OC)c3)C2)cc1 (stereo not drawn)	52	53	71	104	86	58	12	99	88
CCCCOc1ccccc1C(=O)OC	102	108	105	113	104	109	95	109	97
CCOc1c(C#N)c(Nc2ccc(S(N)(=O)=O)cc2)c(C#N)c(=O)n1C(=S)Nc1ccccc1	89	106	107	106	123	99	126	98	101
O=[N+]([O-])c1cccc(-c2nnc(CSc3nnc(-c4ccc(Cl)cc4Cl)o3)o2)c1	83	106	102	107	121	92	105	111	94
O=[N+]([O-])c1ccc(CCc2ccc([N+](=O)[O-])cc2)cc1	90	94	103	107	105	99	97	107	119
CC1(C)[C@@H](O)/C(=C\c2cccnc2)C[C@]2(C)[C@H]3CC=C4[C@@H]5C[C@](C)(C(=O)O)CC[C@]5(C)CC[C@@]4(C)[C@]3(C)CC[C@@H]12	87	105	108	105	111	92	115	101	105
Cc1ccc(C(=O)NN2C(=O)CSC2c2ccc(N(C)C)cc2)cn1 (stereo not drawn)	45	105	109	92	90	94	94	98	99
COc1ccc(-c2nc3sc4cc(OC)ccc4n3c2-c2nc3ccc(C(F)(F)F)cc3[nH]2)cc1	81	93	86	92	103	89	75	74	59
CCCCOC(=S)Nc1ccc(S(=O)(=O)Nc2ccc(Cl)nn2)cc1	87	100	101	93	96	84	87	100	98
O=C(Cn1cc(CO)nn1)c1ccc(-c2ccccc2)cc1	89	97	110	105	113	102	113	110	97
CC(C)(C)c1ccc(Cn2cc(CSc3nc4ccccc4o3)nn2)cc1	66	92	105	85	95	81	115	104	74
CCCSc1nc2ccc(C)cc2cc1/C=[N+](\[O-])c1ccccc1	45	35	97	91	89	71	69	49	73
C=C(C)[C@@H]1CC[C@]2(C)[C@H](CC[C@@H]3[C@@H]([C@@](C)(O)CCC=C(C)C)CC[C@]32C)[C@@]1(C)CCC(=O)N1CCN(C)CC1	-100*[100 µM]	-93*[100 µM]	-82*[100 µM]	-98*[100 µM]	-79*[100 µM]	-91*[100 µM]	-94*[100 µM]	-100*[100 µM]	-81*[100 µM]
CN(C)[C@@H]1C(=O)C(C(N)=O)=C(O)[C@@]2(O)C(=O)C3=C(O)c4c(O)cc(CN5CCc6ccccc6C5)c(Cl)c4C[C@H]3C[C@@H]12	-95*	-84*	-69*	-87*	-84*	.	-82*	-76*	-79*
O=C(Nc1cccc(Cl)c1)OCC#CCCl	42	71	93	88	85	91	.	90	63
O=C(CNc1ccc(F)cc1)Nc1ncc(Cc2ccc(Cl)cc2)s1	53	94	83	80	76	47	99	58	69
CC1(C)CC[C@]2(C(=O)N3CCCN(CC#N)CC3)CC[C@]3(C)C(=CC[C@@H]4[C@@]5(C)CC[C@H](O)C(C)(C)[C@@H]5CC[C@]43C)[C@H]2C1	64	69	17	95	82	44	.	59	68
C=C(C)[C@@H]1CC[C@]2(C(=O)O)CC[C@]3(C)[C@H](CC[C@@H]4[C@@]5(C)C[C@@H](CC#Cc6ccccc6)C(=O)C(C)(C)[C@@H]5CC[C@]43C)[C@@H]12	29	35	24	32	33	.	72	24	12
CN1C(=O)N(C)C2C1NN=c1s/c(=C\c3ccccn3)c(=O)n12 (stereo not drawn)	91	101	108	100	104	100	102	104	93
c1coc(CNc2c3ccccc3nc3ccccc23)c1	39	66	57	65	88	41	61	26	47
COc1ccc(/C(O)=C/c2nc3nonc3nc2-c2ccc(OC)cc2)cc1	85	101	97	82	103	99	97	88	82
N#Cc1cc(-c2nc3ccccc3[nH]2)c(N)n(-c2ccccc2)c1=O	76	92	104	107	105	90	88	94	84
Cc1cccc(Cl)c1NC(=O)C(C)N1CCCC1 (stereo not drawn)	83	107	110	107	103	93	104	114	97
CC(=O)C(C)c1ccccn1 (stereo not drawn)	86	102	107	105	91	.	106	.	99

A few values from above:
C=C(C)[C@@H]1CC[C@]2(C(=O)O)CC[C@]3(C)[C@H](CC[C@@H]4[C@@]5(C)C[C@@H](CC#Cc6ccccc6)C(=O)C(C)(C)[C@@H]5CC[C@]43C)[C@@H]12 in UO-31 is listed with 29
CN1C(=O)N(C)C2C1NN=c1s/c(=C\c3ccccn3)c(=O)n12 (stereo not drawn) in TK-10 is listed with 104
Cc1cccc(Cl)c1NC(=O)C(C)N1CCCC1 (stereo not drawn) in NCI-H522 is listed with 97
N#Cc1cc(-c2nc3ccccc3[nH]2)c(N)n(-c2ccccc2)c1=O in ACHN is listed with 94
O=C(Nc1cccc(Cl)c1)OCC#CCCl in ACHN is listed with 90
CC1(C)CC[C@]2(C(=O)N3CCCN(CC#N)CC3)CC[C@]3(C)C(=CC[C@@H]4[C@@]5(C)CC[C@H](O)C(C)(C)[C@@H]5CC[C@]43C)[C@H]2C1 in UO-31 is listed with 64
c1coc(CNc2c3ccccc3nc3ccccc23)c1 in ACHN is listed with 26

Further compounds:
SMILES	UO-31	786-0	NCI-H460	NCI-H322M	TK-10	CAKI-1	RXF 393	ACHN	NCI-H522
CC(C)COC(=O)c1ccc(NC(=O)CNCc2ccccc2)cc1	93	101	106	102	93	.	112	110	91
O=C1NCC(Nc2ccc(Br)cc2)C(=O)N1 (stereo not drawn)	63	102	102	103	100	95	107	100	86
c1ccc(NN(Cc2ccncc2)c2ccccc2)cc1	88	99	105	114	110	89	109	93	89
O=C1/C(=C/c2cc3ccccc3[nH]c2=O)CCC/C1=C\c1cc2ccccc2[nH]c1=O	89	103	99	107	117	99	97	93	72
COc1ccc(/C=N/N2CN(C(C)C(=O)O)B(N(CCO)CCO)N=C2N)cc1OC (stereo not drawn)	91[100 µM]	102[100 µM]	105[100 µM]	104[100 µM]	113[100 µM]	97[100 µM]	98[100 µM]	96[100 µM]	90[100 µM]
Cn1nc(C(F)(F)F)cc1-c1c[nH]c(OCc2ccc(Cl)cc2)c(-c2ccc(Cl)c(C(F)(F)F)c2)c1=O	-1.4*	3.8*	2.5*	8.3*	3.5*	-23*	-22*	-16*	-1.7*
O=C(NCCNc1nccc(-c2c(-c3ccc(F)cc3)nc3sccn23)n1)c1ccccc1	25	54	20	69	52	53	67	29	.
O=C(O)C(/C=C/c1ccco1)=N\Nc1nc(-c2ccc(Cl)cc2)cs1	39	52	38	69	78	64	.	69	39
O=C(O)c1ccc(-n2cc(/C=N/Nc3c(F)c(F)cc(F)c3F)c(-c3ccc(O)cc3)n2)cc1	75	89	104	102	128	.	121	92	83
C[C@H](c1nc2ccc(Cl)cn2c1NC(C)(C)C)[C@H]1CC[C@H]2[C@@H]3CCC4=CC(=O)CC[C@]4(C)[C@H]3CC[C@]12C	81	98	75	100	112	73	104	101	65

Just NCI-H522, UO-31 and 786-0, for 4 of the compounds above:
Structure,NCI-H522,UO-31,786-0
O=C1/C(=C/c2cc3ccccc3[nH]c2=O)CCC/C1=C\c1cc2ccccc2[nH]c1=O,72,89,103
COc1ccc(/C=N/N2CN(C(C)C(=O)O)B(N(CCO)CCO)N=C2N)cc1OC (stereo not drawn),90[100 µM],91[100 µM],102[100 µM]
Cn1nc(C(F)(F)F)cc1-c1c[nH]c(OCc2ccc(Cl)cc2)c(-c2ccc(Cl)c(C(F)(F)F)c2)c1=O,-1.7*,-1.4*,3.8*
O=C(NCCNc1nccc(-c2c(-c3ccc(F)cc3)nc3sccn23)n1)c1ccccc1,.,25,54

(listing goes on)
SMILES	UO-31	786-0	NCI-H460	NCI-H322M	TK-10	CAKI-1	RXF 393	ACHN	NCI-H522
Cc1cc(=O)n2c(-c3ccc(Cl)cc3)cnc2[nH]1	82	91	109	107	94	92	105	105	81
CN=C1N[N+]2=CCCCC2(C)S1 (stereo not drawn)	95	99	111	104	89	99	.	108	81
COc1cccc(/C=C2\Oc3cc(O)ccc3C2=O)c1	81	87	104	107	92	76	107	92	93
CCOC(=O)c1[nH]n(-c2ccccc2)c(=O)c1/C=N/C(=S)Nc1ccccc1	90	95	105	102	110	100	102	95	78
CC1(C)CC(=O)C2=C(C1)OC1=C(C(=O)CC(C)(C)C1)C2c1cccc([N+](=O)[O-])c1	79	100	107	104	107	90	106	106	97
NC(CSC1(c2cccc3ccccc23)c2ccccc2-c2ccccc21)C(=O)O (stereo not drawn)	94	106	99	.	107	90	89	83	97
COC(=O)C1C2CC3C(OC(=O)C31C)C2I (stereo not drawn)	87	96	104	.	126	95	101	97	117
Cc1ccc(-c2c3c(N)c4c(nc3nc3c2c(C)nn3-c2ccccc2)CCC4)cc1	50	28	5.0*	89	100	99	.	12	.
COc1ccc(-c2cc(-c3nnc(SCC(=O)Nc4ccc(Cl)cc4)n3-c3ccccc3)c3ccccc3n2)cc1	79	96	103	94	109	86	130	104	94
CC1COc2c(N3CCN(C)CC3)c(F)cc3c(=O)c(C(=O)N/N=C/c4ccoc4)cn1c23 (stereo not drawn)	83	95	102	97	114	96	.	94	100
CCSC(SCC)c1ccc(Cl)cc1	93	110	103	123	116	83	114	107	107
CCCCCCCCCCCCCC(=S)NCCCC[C@H](NC(=O)OCc1ccccc1)C(=O)Nc1ccccc1	29	49	45	95	44	35	69	25	28
Cc1ccc(-c2cc(-c3ccccn3)[nH]n2)cc1	75	103	105	105	.	80	115	94	93
CC(=O)Oc1ccc(Nc2c3ccccc3nc3ccccc23)cc1	-16*	16	-27*	20	3.6*	-32*	-2.6*	-32*	-70*
CCN=C1C=CC(=C(c2ccc(N(C)C)cc2)c2ccc(N(C)C)cc2)c2ccccc21	-43*	-11*	-37*	-30*	-3.5*	0.4*	-29*	-9.8*	-37*
CCN(CC)CCSSCCN(CC)CC	84	98	105	100	.	104	.	111	98
COc1cc(C2Nc3c(c(C(C)(C)C)nn3-c3ccccc3)C(=O)CS2)cc(OC)c1OC (stereo not drawn)	76	99	108	92	111	93	108	104	73
Oc1c(Cl)cc(Oc2cc(Cl)c(O)c(CN3CCOCC3)c2)cc1CN1CCOCC1	71	105	93	96	95	78	104	85	.
Cc1ccc(Nc2cc(N)nc(N)n2)cc1C	86	93	105	109	104	88	109	107	73
NS(=O)(=O)c1ccc(NC(=O)N2CCN(C(=O)Cc3ccc(Cl)cc3Cl)CC2)cc1	82	99	107	92	105	102	93	109	93
COc1ccc(-c2ccc(NNC(=O)c3ccc(F)cc3)nn2)cc1	74	85	104	97	123	93	.	104	91
CC(=O)c1cccc(-c2nc(N)nc(Nc3ccccc3SSc3ccccc3Nc3nc(N)nc(-c4cccc(C(C)=O)c4)n3)n2)c1	57	84	102	108	87	68	61	95	.
Cn1cc(NC(=O)c2cc(NC(=O)c3ccc(/C=C/c4ccccc4)cc3)cn2C)cc1C(=O)NCCCN1CCOCC1	62	28	-52*	70	88	56	-3.8*	71	18
O=C1CCCC/C1=C\C=C\c1c(C2CC2)nc2ccccc2c1-c1ccc(F)cc1	79	101	109	93	97	.	109	108	97
COc1c(O)cc2oc3cc(O)c(CC=C(C)C)c(O)c3c(=O)c2c1CC=C(C)C	49	78	28	84	89	56	83	59	60
COC1(c2ccco2)OC1(C)C (stereo not drawn)	94	101	108	118	105	93	102	100	104
CS(=O)c1nccc(-c2c(-c3ccc(F)c(OCc4ccc(F)cc4)c3)nc3sccn23)n1 (stereo not drawn)	89	100	36	63	108	71	88	77	-52*
O=C(Cn1cnc2c(cc(-c3ccccc3)n2-c2ccccc2)c1=O)Nc1ccc(F)cc1	83	94	108	.	110	101	118	110	98
